# Assay outcomes deposited in PubChem BioAssay by The Scripps Research Institute Molecular Screening Center.
# CHO parental Ca: ATP-evoked calcium signal inhibitors, parental CHO, primary screen, counter-screen for OX1R antagonist project, cell-based, fluorescence, Fluo-8 calcium dye; parental CHO-K1, ATP-induced calcium, Fluo-8 fluorescence; inhibition, % at 5.6 µM; hit rate 0.63% among 330,000;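 active = inhibition above that plate's mean sample inhibition plus 3 SD, cut at about 26% in these data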;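 also: 0% = ATP-challenged DMSO wells and 100% = DMSO wells without ATP; some compounds past the cut are filed as inactive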
#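 test system = CHO parental line | reagent = ATP stimulus | measured by = intracellular calcium via Fluo-8 no-wash fluorescent dye | control set = ATP and no-ATP DMSO wells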
# CHRM1 agonist: human M1 muscarinic receptor agonists, primary screen, Fluo-8 calcium fluorescence, CHO-K1 cells, HTS; Muscarinic acetylcholine receptor M1 (Homo sapiens), P11229; CHO-K1 hM1, agonist mode; 0% DMSO, 100% acetylcholine EC100; activation, % at 3 µM; hit rate 0.33% among 360,000; AID 588814, 2011;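 active = activation above the run's mean compound activation plus 3 SD, cut at about 16% in these data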;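 also: peak over basal fluorescence ratio within a 140 s kinetic read after compound addition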
# Target sequence (P11229 whole entry, looked up): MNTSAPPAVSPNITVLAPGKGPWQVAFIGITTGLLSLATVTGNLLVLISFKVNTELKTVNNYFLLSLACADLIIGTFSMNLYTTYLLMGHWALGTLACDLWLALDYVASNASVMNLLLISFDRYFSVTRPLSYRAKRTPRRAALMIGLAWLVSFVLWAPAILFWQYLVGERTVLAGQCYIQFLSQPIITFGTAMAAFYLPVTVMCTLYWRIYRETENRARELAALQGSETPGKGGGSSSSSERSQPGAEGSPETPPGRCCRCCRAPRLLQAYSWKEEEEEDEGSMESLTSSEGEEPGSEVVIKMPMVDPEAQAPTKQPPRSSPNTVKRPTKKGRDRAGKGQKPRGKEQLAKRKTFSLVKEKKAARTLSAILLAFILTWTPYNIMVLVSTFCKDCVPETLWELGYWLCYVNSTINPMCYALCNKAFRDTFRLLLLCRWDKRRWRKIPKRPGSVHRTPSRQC
# TAAR1 antag: human TAAR1 antagonists, primary screen, Fluo-8 calcium fluorescence, CHO RD-HGA16 cells; Trace amine-associated receptor 1 (Homo sapiens), Q96RJ0; antagonist; inhibition, % at 3 µM; hit rate 1.5% among 360,000; AID 624466, 2012;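 active = inhibition above a per-plate cutoff, the mean inhibition of test compounds on that plate plus 3 SD, cut at about 49% in these data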;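 also: 0% = DMSO plus EC80 beta-PEA response and 100% = DMSO alone without agonist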
#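 Test system: hTAAR1-expressing CHO RD-HGA16 cells, Gα16-coupled; Probe or stimulus: EC80 β-phenethylamine stimulus; Compound dosing: single nominal final test compound concentration of 3 µM; Timing: 140 s kinetic read after compound, 140 s after agonist; Signal: Fluo-8 calcium-sensitive fluorescence; Measure: % inhibition of agonist calcium response; Controls: DMSO and EC80 PEA controls.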
# V1R ag counter: agonists of human V1a receptor, primary screen, counter-screen for OXTR agonist project, fluorescence, CHO-V1R cells; hit rate 0.25% among 320,000; Vasopressin V1a receptor (Homo sapiens), P37288; activation, % at 3 µM; Fluo-8 calcium fluorescence, agonist mode; 0% DMSO, 100% 3 nM vasopressin;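 active = activation above the mean activation of all tested compounds plus 3 SD, per screening run, cut at about 20% in these data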;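 also: signal is peak over basal fluorescence ratio across a 100 second FLIPR read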
# Target sequence (P37288 whole entry, looked up): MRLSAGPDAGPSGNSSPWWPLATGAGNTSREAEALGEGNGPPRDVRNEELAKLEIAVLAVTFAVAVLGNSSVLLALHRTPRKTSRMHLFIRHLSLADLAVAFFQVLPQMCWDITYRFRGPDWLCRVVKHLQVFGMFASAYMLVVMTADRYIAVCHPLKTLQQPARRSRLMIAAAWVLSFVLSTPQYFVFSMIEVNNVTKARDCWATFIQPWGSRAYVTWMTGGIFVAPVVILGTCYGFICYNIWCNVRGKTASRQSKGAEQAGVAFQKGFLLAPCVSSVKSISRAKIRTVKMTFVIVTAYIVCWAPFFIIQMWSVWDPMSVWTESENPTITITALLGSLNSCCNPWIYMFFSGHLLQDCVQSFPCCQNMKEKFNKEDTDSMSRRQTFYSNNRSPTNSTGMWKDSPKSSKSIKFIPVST
# OXTR ag: human OXTR agonists, primary screen, fluorescence, CHO-OTR cells, Fluo-8 calcium; Oxytocin receptor (Homo sapiens), P30559; Fluo-8 calcium fluorescence; normalized: DMSO 0%, oxytocin 100%; activation, % at 3 µM; hit rate 0.32% among 320,000;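 active = activation above the mean of all tested compounds plus 3 SD, cutoff set per screening run, cut at about 20% in these data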;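 also: peak over basal fluorescence ratio from a 100 s FLIPR kinetic read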
# M1 antag: human M1 muscarinic receptor antagonists, primary screen, CHO-K1 cells, Fluo-8 calcium fluorescence, 1536-well; Muscarinic acetylcholine receptor M1 (Homo sapiens), P11229; CHO-K1 hM1, ACh EC80 antagonist; inhibition, % at 3 µM; hit rate 1.3% among 360,000; AID 588852, 2011;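 active = percent inhibition above its own plate's cutoff, namely the mean of that plate's compound wells plus 3 SD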;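 also: peak over basal fluorescence ratio during 140 s after agonist addition; 0% = ACh EC80 plus DMSO and 100% = DMSO alone without agonist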
# TAAR1 agonist: human TAAR1 agonists, primary screen, Fluo-8 calcium fluorescence, CHO RD-HGA16 cells; hit rate 0.99% among 360,000; activation, % at 3 µM; vehicle wells 0%, saturating PEA agonist 100%;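 active = activation above the mean activation of all test compounds in the run plus 3 SD, cut at about 38% in these data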
#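 Assay system: CHO-derived RD-HGA16 cells with stable Gα16 and human TAAR1; timing: 17-24 h seeding, 75 min 37 °C dye, 30 min RT; read-out: % activation from peak over basal fluorescence ratio, DMSO-to-PEA scaled; measured by: kinetic Fluo-8 calcium fluorescence; benchmarks: low control DMSO, high control PEA (EC100); doses: 3 µM single concentration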
# CHRM1 PAM: human M1 muscarinic receptor positive allosteric modulators, primary screen, CHO-K1 cells, Fluo-8 calcium fluorescence, 1536-well; AID 588819, 2011; activation, % at 3 µM; hit rate 0.088% among 360,000; CHO-K1 hM1, ACh EC20; 0% = ACh EC20, 100% = maximal ACh; Muscarinic acetylcholine receptor M1 (Homo sapiens), P11229; in the data active = activation above about 19%, passing the limit was not always enough
# OXTR potentiate: human OXTR potentiators, primary screen, fluorescence, CHO-OTR cells, Fluo-8 calcium; AID 2445, 2010; hit rate 0.061% among 320,000; Oxytocin receptor (Homo sapiens), P30559; activation, % at 3 µM; Fluo-8 calcium fluorescence, potentiator mode; 0% = oxytocin EC15, 100% = EC100;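 active = activation above that plate's cutoff, the mean activation of tested compounds plus 3 SD, cut at about 6.6% in these data, passing the limit was not always enough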;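 also: 100% uses oxytocin at 75 nM as the full agonist control; some results filed as inactive read as strong as hits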
#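 Assay system: CHO cell line stably expressing human OTR | Also added: Oxytocin at about EC15, sub-maximal agonist stimulus | Times: Compound 6 min at room temperature before oxytocin, 100 s read | Measured by: Fluo-8 intracellular calcium fluorescence, ex 470-495, em 515-575 nm | Controls: EC15 oxytocin alone as 0%, 75 nM oxytocin as 100%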
# * marks the source's active call; other numbers are inactive results; . = no result given. An unsorted share of the library (roughly 3.7% active in at least one column).
SMILES,CHO parental Ca,CHRM1 agonist,TAAR1 antag,V1R ag counter,OXTR ag,M1 antag,TAAR1 agonist,CHRM1 PAM,OXTR potentiate
CC1(C(=O)NS(=O)(=O)c2ccc3c(c2)CCO3)CCN1C(=O)C1(c2ccc(Cl)cc2)CCC1 (configuration not stated),.,0,-19,.,.,-15,3,10,.
CC(C)Cc1nnc(NC(=O)CCNC(=O)c2ccccc2Cl)s1,-8,-2,-11,0.2,-0.2,-3,1,2,-10
CCN(CC)S(=O)(=O)c1ccc(-c2nnc(SCC(=O)N3c4ccccc4CC3C)n2CC)cc1 (configuration not stated),-8,-7,39,1.8,1.2,-7,11,4,-2
CCN(CC)S(=O)(=O)c1cccc(C(=O)NNC(=O)C2=NN(c3ccccc3)C(=O)CC2)c1,-16,-1,-5,0.3,0.1,-15,0,10,-2
CC(=O)c1ccc2c(c1)C1C=CCC1C(c1cc3c(cc1Br)OCO3)N2 (configuration not stated),-4,-1,2,1.8,1.1,-5,17,7,-6
CN(CC(=O)Nc1ccccc1Cl)C(=O)COC(=O)c1ccc(=O)n(Cc2ccccc2)n1,-9,0,7,-0.1,-1.1,0,0,-3,0
CC1CN(S(=O)(=O)c2cc(C(=O)NC(C)c3cccnc3)ccc2Cl)CC(C)O1 (configuration not stated),-15,-7,-3,1.5,0.3,3,1,-3,1
Cc1ccccc1-c1cc(C(=O)Nc2sc(C)c(C)c2C(N)=O)c2ccccc2n1,-26,6,50*,-0.6,0.0,14,18,-2,-11
O=C(CN1CCCN(S(=O)(=O)c2ccc(Br)s2)CC1)Nc1ccc(Cl)cc1,-16,-5,31,1.8,3.0,-4,16,-2,-11
COC(=O)c1ccc(/C=C/c2c(-c3ccc(OC)cc3)oc3ccccc23)cc1,1,5,-8,0.3,-0.1,-4,2,19,0
CC(NC(=O)C1CCN(S(=O)(=O)c2cnc[nH]2)CC1)c1ccccc1 (configuration not stated),-7,-8,-26,0.0,-0.2,-1,0,9,-6
CC(C)c1ccc(Nc2nc(N3CCOCC3)nc(N3CCOCC3)n2)cc1,.,-2,-12,.,.,-10,-2,12,.
CC(C)n1c(Oc2ccc(F)cc2)nc2c1c(=O)n(C)c(=O)n2C,-8,-3,6,-0.7,-0.9,-7,-1,2,1
COc1cc(-c2nc(-c3ccncc3)no2)cc(OC)c1OC,-14,-5,-2,0.4,1.3,-9,2,0,10
COc1ccc(C2CC(c3ccccc3F)=NN2c2ccc(S(N)(=O)=O)cc2)cc1 (configuration not stated),-12,-2,11,.,.,-3,1,2,.

# Record cards, as listed above. Order of screens: CHO parental Ca	CHRM1 agonist	TAAR1 antag	V1R ag counter	OXTR ag	M1 antag	TAAR1 agonist	CHRM1 PAM	OXTR potentiate
# CC(C)Cc1nnc(NC(=O)CCNC(=O)c2ccccc2Cl)s1 is listed as -8	-2	-11	0.2	-0.2	-3	1	2	-10
# CC(NC(=O)C1CCN(S(=O)(=O)c2cnc[nH]2)CC1)c1ccccc1 (configuration not stated) is listed as -7	-8	-26	0.0	-0.2	-1	0	9	-6

# More structures.
SMILES,CHO parental Ca,CHRM1 agonist,TAAR1 antag,V1R ag counter,OXTR ag,M1 antag,TAAR1 agonist,CHRM1 PAM,OXTR potentiate
CC(NC(=O)COC(=O)c1ccco1)c1ccccc1 (configuration not stated),-1,-1,3,-1.1,-0.3,1,0,4,-10
Nc1ccc(C(=O)Nc2ccccc2C(=O)O)cc1,15,0,-17,0.7,-0.2,7,5,-1,-10
Cc1cccc(NC(=O)NNC(=O)c2c(Cl)c(C)nn2C)c1,-5,3,-9,0.5,0.5,-5,-2,3,-5
CC(=O)Nc1sc(NC(=O)c2ccccc2)nc1-c1cccs1,-14,-2,6,0.6,1.0,-17,7,4,-3
O=C(Nc1cccc(NC(=O)c2cccc(Cl)c2)c1)c1cccnc1,-4,2,45,9.7,8.4,11,27,-8,-8
Cc1ccc(NC(=O)CSCC(=O)N(C)Cc2c(F)cccc2Cl)cc1,.,0,16,.,.,-9,2,2,.
O=C(CCN1C(=O)/C(=C\C=C\c2ccccc2)SC1=S)Nc1ccc(C(=O)O)cc1,-15,-1,28,2.5,0.0,-8,4,7,-13
CCc1ccccc1OCC(=O)Nc1cc(S(=O)(=O)N(CC)CC)ccc1N1CCOCC1,-10,-6,15,2.4,0.4,7,2,-10,-5
CCN(CC)c1ccc(/C=N/N2C(=O)c3ccccc3C2=O)c(O)c1,-1,-8,17,0.1,-1.4,-1,1,10,0
COc1ccc(Cc2nnc(NC(=O)CS(=O)(=O)c3ccc(C)cc3)s2)cc1OC,-3,6,7,1.2,1.1,-14,18,17,-4
CCNc1nc(NCC)n2c(SC(C(=O)Nc3cc(Cl)cc(Cl)c3)c3ccccc3)nnc2n1 (configuration not stated),21,-3,-6,0.6,0.9,2,3,-4,-5
COc1ccc(CNC(=O)[C@H](C)NC(=O)C2CCN(C(=O)[C@@H](N)CCSC)CC2)cc1,-10,-2,-18,0.6,0.7,-9,1,6,-1
O=C(C(=O)N1CCCCC1)c1cn(CC(=O)N2CCCCCC2)c2ccccc12,-14,-3,5,0.1,-0.8,-2,0,6,-5
CCN(CC)S(=O)(=O)c1ccc(NC(=O)COC(=O)CCc2cc(OC)c(OC)c(OC)c2)cc1,-8,-6,-20,2.9,2.9,0,13,1,-2
Cc1nn(-c2ccc(Cl)cc2)c2sc(C(=O)N3CCN(c4ccccn4)CC3)cc12,-16,-3,14,0.0,-0.1,-12,11,9,5
COc1ccc(OC)c2[nH]c(=O)c(CCNC(=O)c3ccc(S(=O)(=O)N4CCCC4)cc3)cc12,-26,-3,-10,-0.9,-1.9,-3,10,4,3
CCOc1ccc(OCCSc2nc(-c3ccccc3)cc(=O)[nH]2)cc1,-9,3,-12,1.1,-1.0,9,4,12,-3
Cc1cccc(Cn2c(C)c(C)c3cc(C(=O)NCCN4CCOCC4)ccc32)c1,-15,-4,-12,3.3,2.2,-9,5,19,0
Cn1c(NCc2ccccc2)nc2cc(-c3ccccc3)sc2c1=O,.,-1,-9,.,.,-17,2,7,.
O=S(=O)(c1ccc(Br)s1)n1cccn1,-5,-6,-13,-0.8,-1.6,-2,7,6,3
Cc1ccc(OCCC(=O)Nc2ccc(S(=O)(=O)Nc3cc(C)nc(C)n3)cc2)cc1,-7,1,-8,0.8,0.6,-8,2,-3,1
CCC1CCc2c(sc(NC(=O)c3ccco3)c2C(N)=O)C1 (configuration not stated),-24,-4,3,-0.4,-1.7,6,1,3,-8
CN(Cc1ccc(Br)cc1)CC(O)COc1cccc(Br)c1 (configuration not stated),-18,-7,-24,2.4,2.7,-18,-2,13,0
CC(C)CC(N)C(=O)OCc1ccc([N+](=O)[O-])cc1 (configuration not stated),-4,-4,12,0.7,0.8,-16,6,11,-4
CCOC(=O)[C@H]1[C@H]2COc3cc(OC)ccc3[C@@H]2N2C(=O)c3cc(F)c(F)cc3NC(=O)[C@@]12C,-24,-1,9,-0.6,-2.3,-4,8,5,-10
O=[N+]([O-])c1ccc2c(c1)C(O)n1ncnc1S2 (configuration not stated),-1,-3,-4,-0.3,-0.4,9,4,-1,-14
CC(C)CCNC(=O)NC(=O)CSc1ccc(S(=O)(=O)N2CCOCC2)cn1,-17,-2,15,3.0,1.8,10,12,-6,-4
OC(CN1CCN(c2ccccn2)CC1)Cn1c2ccc(Cl)cc2c2cc(Cl)ccc21 (configuration not stated),-5,1,13,0.2,2.6,-17,7,5,0
COC1OCC(O)C(OC(=O)c2ccccc2)C1OC(=O)c1ccccc1 (configuration not stated),.,0,3,.,.,-6,1,-1,.
COc1ccc(C(=O)OCC(=O)NC(C)CCc2ccccc2)cc1OC (configuration not stated),-20,-2,4,3.6,2.5,-6,-2,-2,-8
CCc1ccc(OCCn2ccnc2)cc1,9,-8,-7,0.2,0.6,-6,1,3,-1
COc1ccc(CCN(Cc2cccs2)S(=O)(=O)c2ccc(-n3cnnn3)cc2)cc1OC,7,-3,30,1.5,0.9,8,11,-3,-10
CCCC(=O)Nc1ccc(C(=O)NNC(=O)c2cccs2)cc1,-4,-4,.,0.2,1.3,3,.,-3,7
CC(=O)Nc1cccc(Oc2ncnc3scc(-c4ccccc4)c23)c1,-9,-5,45,0.5,0.1,9,12,-3,-6
C=CCc1c(C)[nH]c2ccc(C)cc2c1=O,2,-4,19,2.9,6.0,-3,15,0,-12
COC(=O)c1ccccc1NC(=O)N1CCN(c2ccc(OC)cc2)CC1,-17,-8,10,0.7,-1.1,0,10,8,-4
C/C=C(\C)C(=O)NCCN1C2=NC[C@H](Cc3ccc(O)cc3)N2C[C@H]1Cc1ccc(O)cc1,-2,-13,-5,0.6,0.2,-5,5,3,0
Nc1nc2ccc(Br)cc2o1,.,-4,-7,.,.,-12,2,5,.
Cc1c(C(=O)OCC(=O)Nc2ccc(C(N)=O)cc2)cccc1[N+](=O)[O-],-1,-2,21,1.0,0.1,-7,7,7,4
O=C(NNC(=S)Nc1ccc(Br)cc1)c1cccnc1,-8,-3,-4,-0.2,0.5,1,1,9,-7
CC(=O)N1CCN(S(=O)(=O)c2cccc(C(=O)NNC(=O)COc3ccc(Cl)cc3C)c2)CC1,-7,-3,.,-0.1,0.2,-5,.,6,-3
CCNC(=O)COC(=O)c1cc(=O)[nH]c2ccccc12,-3,-4,3,0.9,-0.4,-11,8,5,4
O=C(N/N=C/c1cc(Br)ccc1O)C(c1ccncc1)N1CCOCC1 (configuration not stated),-12,-4,3,0.4,0.3,-6,1,11,0
CC12CCCCN1CCCc1c2[nH]c2ccccc12 (configuration not stated),-5,-5,-3,1.9,2.7,-15,12,-7,-2
O=C(Nc1ccc(N2CCN(C(=O)c3ccccc3)CC2)c(Cl)c1)c1ncn[nH]1,-20,-1,-5,-0.3,-1.2,-12,0,6,-9
CCOc1cc(/C=N/NC(=O)c2ccccn2)ccc1OC(=O)c1cccs1,-26,-1,13,1.1,0.1,24,0,-9,-5
